UHRF1 binding – blocks human UHRF1 binding to methylated DNA | Q96T88 | UHRF1 binding to methylated oligo, TR-FRET | 370,000 tested, 0.75% active | inhibition, % at 4.4 µM; in the data active means inhibition above about 21%;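 further: UHRF1 SRA domain binding a hemimethylated CpG hairpin DNA probe; 0% = median of test compound wells and 100% = reference inhibitor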
TDP2 inh – blocks human TDP2 phosphodiesterase activity; O95551; recombinant TDP2, T5PNP hydrolysis, p-nitrophenol absorbance 415 nm; inhibition, % at 12.8 µM; 370,000 tested, 0.34% active;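 active means inhibition above the mean of all tested compounds plus 3 SD, set per campaign, cut at about 25% in these data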;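 further: 0% = DMSO with enzyme and 100% = buffer with substrate but no TDP2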
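Test system: human TDP2 enzyme; Input: 120 nM TDP2 per well; Buffer or medium: Mg2+-containing Tris-HCl buffer, pH 7.5; Reagent: 5 mM T5PNP; Dosing: 12.8 µM single point, 1% DMSO; Incubation: reaction 2 h, 37 °C; Detection: p-Nitrophenol epi absorbance; Read-out: % inhibition relative to enzyme-containing and enzyme-free wells; Replicates: single well per compound.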
mABHD4 FP – inhibitors of mouse ABHD4; Q8VD66; purified mABHD4, FP-Rh probe fluorescence polarization; inhibition, % at 8.92 µM; 370,000 tested, 0.54% active; AID 720543;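 active means inhibition exceeding the mean over every tested compound plus 3 SD, cut at about 30% in these data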;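 further: 0% = plate median of compound wells and 100% = S159A mutant with DMSO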
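Material: mouse ABHD4 enzyme, wild type; Benchmarks: S159A mutant high control, sample median low control; Buffer or medium: HEPES pH 7.0, NaCl, Pluronic buffer; Signal: fluorescence polarization; Read-out: percent inhibition of probe binding, normalized to plate controls; Timing: pre-incubation 45 min, probe exposure 60 min, at 25 °C; Dosing: 8.92 µM, single dose.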
PRMT1 inh – blocks human protein arginine methyltransferase 1; 370,000 tested, 1.3% active; recombinant PRMT1, activity-based probe fluorescence polarization; inhibition, % at 2.79 µM; Q99873;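 active means inhibition above about 21% made by adding two undisclosed values, limit read from the data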
Tn7 DDE FP – DD(E)-Tn7 binding inhibition, primary FP screen. P02675. FP displacement of FITC-Tn7 peptide from fibrin DD(E); 0% = median of compound wells per plate. inhibition, % at 8.3 µM. 370,000 tested, 0.13% active. AID 720508;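 active means inhibition above the mean of compounds falling within the control limits plus 3 SD of them, cut at about 14% in these data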;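 further: 0% = plate median of compound wells and 100% = 10 µM Aha-Tn7 peptide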
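Test system: human clot-derived fibrin DD(E) complex / Quantity: 2 µM final DD(E) protein / Incubation: 10 min plus 3 h, room temperature / Measured by: fluorescence polarization / Benchmarks: high control of 10 µM Aha-Tn7 peptide / Replicates: singlicate testing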
HTRA1 inhibitor – blocks human HTRA1 serine peptidase. 340,000 tested, 0.5% active. AID 504803. Q92743. inhibition, % at 5.96 µM. recombinant HTRA1, FP-rhodamine activity-based probe, fluorescence polarization; in the data active means inhibition above about 36%;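 further: 0% = enzyme with DMSO and 100% = wells lacking enzyme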
Target sequence (Q92743 whole entry, looked up): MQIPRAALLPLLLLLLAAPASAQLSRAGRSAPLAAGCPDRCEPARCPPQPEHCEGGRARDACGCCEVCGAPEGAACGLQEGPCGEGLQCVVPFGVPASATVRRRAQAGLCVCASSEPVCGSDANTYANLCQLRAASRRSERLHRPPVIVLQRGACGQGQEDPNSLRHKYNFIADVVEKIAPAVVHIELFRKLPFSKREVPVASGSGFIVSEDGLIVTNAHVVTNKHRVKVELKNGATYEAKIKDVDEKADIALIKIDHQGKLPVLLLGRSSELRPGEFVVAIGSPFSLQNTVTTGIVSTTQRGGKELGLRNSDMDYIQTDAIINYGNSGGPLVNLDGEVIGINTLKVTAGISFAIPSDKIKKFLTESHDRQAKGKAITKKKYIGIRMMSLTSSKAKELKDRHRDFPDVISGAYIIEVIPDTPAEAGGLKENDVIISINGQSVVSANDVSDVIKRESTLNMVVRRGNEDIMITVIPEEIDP
TCR-CD3 inh – inhibitors of human TCR-CD3 interaction; inhibition, % at 9.4 µM; AID 651800; TAMRA-labeled TCR probe fluorescence, biochemical; 360,000 tested, 0.37% active; in the data active means inhibition above about 19%;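 further: recombinant mutant TCR 2C K166C tagged with TAMRA read by polarization; 0% = receptor in buffer alone and 100% = receptor with positive control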
LEDGF integ inh – blocks HIV-1 LEDGF/p75-dependent DNA integration; 370,000 tested, 0.64% active; inhibition, % at 3.7 µM; TR-FRET IN-LEDGF/p75 DNA integration, Eu/Cy5; AID 743269;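 active means inhibition above the screen-wide mean plus 3 SD, cut at about 13% in these data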;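 further: signal is the Cy5 over europium emission ratio at 671 and 618 nm; 0% = plate median of compound wells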
PG9 Ab binder – small molecules binding HIV-1 gp120 antibody PG9. TR-FRET gp120-PG9 antibody binding. inhibition, % at 6.7 µM. 360,000 tested, 0.43% active; in the data active means inhibition above about 8.5%
SIAE primary – human SIAE inhibition, primary screen | SIAE FP-Rh probe binding, fluorescence polarization | inhibition, % at 9.66 µM | 370,000 tested, 0.69% active | AID 1053197;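 active means inhibition above a cutoff: mean of compounds within the control limits plus 3 SD of those, cut at about 17% in these data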;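 further: 0% = plate median of compound wells and 100% = probe without SIAE protein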
Target sequence (Q9HAT2 whole entry, looked up): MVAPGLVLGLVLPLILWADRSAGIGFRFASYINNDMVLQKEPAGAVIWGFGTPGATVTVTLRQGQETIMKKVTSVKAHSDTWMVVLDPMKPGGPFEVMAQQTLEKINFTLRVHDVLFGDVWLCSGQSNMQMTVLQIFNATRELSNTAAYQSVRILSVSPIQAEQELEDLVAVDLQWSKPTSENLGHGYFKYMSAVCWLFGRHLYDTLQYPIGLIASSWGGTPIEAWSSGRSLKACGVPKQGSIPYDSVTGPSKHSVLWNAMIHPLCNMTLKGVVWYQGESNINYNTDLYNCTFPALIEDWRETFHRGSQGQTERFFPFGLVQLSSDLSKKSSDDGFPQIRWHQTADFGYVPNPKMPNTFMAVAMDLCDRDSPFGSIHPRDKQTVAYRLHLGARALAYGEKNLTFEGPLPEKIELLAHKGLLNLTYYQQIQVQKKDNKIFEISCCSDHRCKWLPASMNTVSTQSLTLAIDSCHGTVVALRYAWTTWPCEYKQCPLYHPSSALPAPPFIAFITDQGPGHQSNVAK
* marks the source's active call; other numbers are inactive results; nt = not tested or not shown.

SMILES	UHRF1 binding	TDP2 inh	mABHD4 FP	PRMT1 inh	Tn7 DDE FP	HTRA1 inhibitor	TCR-CD3 inh	LEDGF integ inh	PG9 Ab binder	SIAE primary
O=C(Nc1nc(-c2ccco2)c(-c2ccco2)s1)C1CC(=O)N(c2ccc3c(c2)OCCO3)C1 (stereo not given)	9	0	-1	38*	2	11	8	19*	-12	9
COc1ccc(CN2CCN(c3ccccn3)CC2)c(OC)c1	2	-17	-7	-3	-3	10	2	3	-2.8	1
Cc1ccc(C)c(NC(=O)c2cc(S(=O)(=O)N3CCCCC3)c[nH]2)c1	3	11	1	2	5	-8	0	-1	0.5	-1
Cc1ccc(C(=O)NC(C)C(c2cccs2)N2CCCC2)s1 (stereo not given)	0	-2	-5	-4	4	-1	4	2	-1.2	5
O=[N+]([O-])c1ccccc1NCc1ccccc1Cl	-3	-12	2	-4	0	-15	5	1	-1.5	0
Cc1nnc(N(Cc2ccco2)C(=O)c2ccno2)s1	-6	-2	3	2	-6	3	6	1	-1.9	-5
COc1ccc(OCCCC(=O)Nc2nc(-c3ccccn3)cs2)cc1	-1	1	5	3	10	-6	-4	8	-2.1	-5
COC(=O)[C@]12CCCCC=C1N(Cc1ccc(OC)cc1)C(=O)[C@@H]2CC(=O)NCCC(C)C	-1	-8	-2	-3	3	nt	nt	1	nt	2
CN(CCOc1ccccc1)C(=O)c1cc([N+](=O)[O-])ccc1N1CCOCC1	2	-15	-14	4	-2	4	-4	-9	-0.6	0
CCCCNC(=O)c1cc2c(=O)n3cccc(C)c3nc2n(Cc2ccccc2)c1=N	1	-4	5	0	2	-13	-3	3	2.2	3
COc1ccc(-c2nc3c4ccccc4ccn3c2Cc2ccccc2)cc1OC	20	-9	2	0	5	nt	-4	-3	0.3	-5
CC(C)(CO)CNc1ccn2nccc2n1	3	-4	0	4	3	nt	-2	-2	0.1	6
CC(=O)N1CCN(Cc2cc(=O)oc3cc(C)ccc23)CC1	-3	-3	-4	-1	1	nt	7	0	-0.6	9
O=C1C=C(Nc2ccc(Cl)cc2)C(=O)N1c1ccc(Cl)cc1	-1	-7	7	-2	5	0	8	-2	-0.6	0
CC1CCN(S(=O)(=O)c2cccc(C(=O)NCC3CCCO3)c2)CC1 (stereo not given)	5	-2	7	2	-1	-3	-8	-6	-0.7	-5
O=C(O)c1ccc(N2CCc3ccccc32)c([N+](=O)[O-])c1	-10	-1	28	8	0	4	-7	2	-6.4	4
O[C@H](COc1cccc(Br)c1)CN1CCC(C(O)(c2ccccc2)c2ccccc2)CC1	0	-6	14	-1	-7	nt	nt	0	nt	-2
Cc1ccc(F)cc1NC(=O)C12CC3CC(C1)CC(n1cnc([N+](=O)[O-])n1)(C3)C2	1	6	5	-1	4	-3	-1	1	0.3	-1
c1ccc(-c2noc(CC3CCCCC3)n2)cc1	4	1	0	0	-3	10	-3	3	-2.6	-10
COc1ccc(C)cc1NC(=O)c1cc2c(s1)CCC2	-1	-7	-11	-2	-1	-11	2	1	-4.7	-2
Cc1cc(C)c(C#N)c(SCc2cn3c(C)cccc3n2)n1	-2	-10	-2	1	9	-4	0	-1	-0.6	11
O=C(NCc1ccccc1)/C(=N\O)c1ccccc1	0	-3	1	1	0	-4	0	-1	1.1	-1
O=Cc1cccn1-c1ccc2ccccc2c1	-2	5	-2	1	4	-10	-5	-5	-0.7	1
O=C(NC1CCN(Cc2ccccc2)CC1)c1cc(Br)c(Br)[nH]1	2	-3	9	1	4	-3	-5	-3	-1.5	-8
N#Cc1c(-c2ccc(F)cc2)noc1N	1	-6	-3	-1	6	-6	0	1	-1.2	2
SMILES	UHRF1 binding	TDP2 inh	mABHD4 FP	PRMT1 inh	Tn7 DDE FP	HTRA1 inhibitor	TCR-CD3 inh	LEDGF integ inh	PG9 Ab binder	SIAE primary
COc1cc(SC)ccc1C(=O)NCCOc1ccccc1Cl	-1	1	-5	-1	-6	-28	8	1	0.3	-2
Cc1ccc(NC(=O)OCCN(C)C(=O)Nc2ccc(C)cc2C)c(C)c1	2	-9	-4	1	5	nt	-12	-2	1.4	-1
CC(NC(=O)c1ccco1)C(=O)N1CCN(C(c2ccccc2)c2ccccc2)CC1 (stereo not given)	3	-8	4	-1	-5	-6	1	3	-0.6	-3
CSCCC(c1nc2ccccc2[nH]1)n1c(/C=C/c2ccc(F)c(F)c2)nc2ccccc21 (stereo not given)	0	-4	-3	2	-2	nt	7	-4	2.3	-12
Cn1c(=O)c(=O)n(C)c2cc(S(=O)(=O)N3CCN(c4ccccc4Cl)CC3)ccc21	3	-11	3	-5	-6	nt	nt	6	nt	2
Cn1c(=O)c2c(C(=O)O)cc(-c3ccccc3)nc2n(Cc2ccccc2)c1=O	4	10	8	8	3	1	9	0	1.7	9
CCCCN(CCCC)c1nc2ccccc2nc1NS(=O)(=O)c1ccc(NC(C)=O)cc1	2	-1	9	1	-2	-1	5	0	-0.6	-3
CC(C)(c1ccc(O)cc1)c1ccc(O)cc1	-1	-9	-6	-5	-6	-3	4	2	-0.8	-4
C=CCN1C[C@H](COC(=O)c2ccc(C)c(C)c2)Oc2cccc(F)c2S1(=O)=O	-1	-2	-3	-1	-2	nt	3	6	0.8	-7
CC(C)Cc1nnc(NC(=O)CN2C(=O)c3ccccc3C2=O)s1	-2	1	-4	1	-8	0	6	5	-0.1	5
O=C(Nc1ccccc1)Nc1csc2ccccc12	-1	0	9	0	-4	nt	3	2	-1.2	18*
Cc1ccc2cc(C3CC(c4ccco4)=NN3C(=O)CCC(=O)O)c(Cl)nc2c1 (stereo not given)	-1	9	6	3	7	-1	-5	3	0.0	-1
Cc1ncc([N+](=O)[O-])n1CC(=O)Nc1ccccc1Cl	-1	-3	0	-3	10	0	5	-2	0.8	2
COCCNC(=O)C1(C)CCN(C(=O)c2cc(-c3ccccc3)cs2)C1 (stereo not given)	0	3	7	1	2	nt	-1	-1	0.9	6
Cc1ccc(C(=O)Nc2ccc(C(=O)/C=C/c3cccs3)cc2)cc1	1	3	-7	0	-5	-28	8	1	3.4	-9
COC(=O)C(=O)/C=C(\O)c1ccc(C)cc1	-1	7	11	0	4	-7	-7	0	-0.1	16
CSc1nnc(C)c(=O)n1COC(=O)COc1ccc2ccccc2c1	0	3	1	3	-5	-2	4	4	-1.1	-1
Cc1ccc(-c2ccnc3nc(-n4cccc4)nn23)o1	-5	-7	-9	-4	-3	-13	3	5	-0.6	1
O=C(Nc1ccccc1)C1CCCN1/C=C/C(=O)C(F)(F)F (stereo not given)	2	3	6	2	2	-5	0	2	0.6	-6
CCN(CC)c1ccc(NC(=O)CSc2nc3ccccc3c(=O)[nH]2)cc1	-3	-12	15	2	1	3	0	-2	-8.0	13
CCc1nn2c(=O)cc(COC(=O)c3ccc(SC)cc3OC)nc2s1	-2	-5	2	-1	-2	-4	7	1	-0.6	-7
COc1ccccc1N(CC(=O)NCc1ccc(F)cc1)C(=O)CCC(=O)Nc1nccs1	-1	-24	-6	-6	-8	5	2	1	-4.2	-11
Cc1ccc(Cl)cc1N1CCN(C(=O)C2CCCN(S(=O)(=O)c3cnc[nH]3)C2)CC1 (stereo not given)	-1	10	-1	-1	-1	-7	5	-1	0.2	-1
COc1cccc(/C=N/NC(=O)CNC(=O)c2cccs2)c1O	0	-13	4	6	-2	2	-9	-7	-2.8	3
CN(Cc1ccccc1)C(=O)COC(=O)CCC(=O)c1ccc(Cl)cc1	0	9	-2	1	9	-2	-1	0	0.4	11
COC(=O)c1ccccc1NC(=O)CSc1nc2ccccc2c(=O)[nH]1	-3	-4	-3	8	3	2	3	3	3.2	-1

2 of the compounds above, field by field:
O=C(Nc1ccccc1)C1CCCN1/C=C/C(=O)C(F)(F)F (stereo not given)
  UHRF1 binding = 2 | TDP2 inh = 3 | mABHD4 FP = 6 | PRMT1 inh = 2 | Tn7 DDE FP = 2 | HTRA1 inhibitor = -5 | TCR-CD3 inh = 0 | LEDGF integ inh = 2 | PG9 Ab binder = 0.6 | SIAE primary = -6

CCN(CC)c1ccc(NC(=O)CSc2nc3ccccc3c(=O)[nH]2)cc1
  UHRF1 binding = -3 | TDP2 inh = -12 | mABHD4 FP = 15 | PRMT1 inh = 2 | Tn7 DDE FP = 1 | HTRA1 inhibitor = 3 | TCR-CD3 inh = 0 | LEDGF integ inh = -2 | PG9 Ab binder = -8.0 | SIAE primary = 13

Part of the list above in order of heavy-atom count, lowest first.
SMILES	UHRF1 binding	TDP2 inh	mABHD4 FP	PRMT1 inh	Tn7 DDE FP	HTRA1 inhibitor	TCR-CD3 inh	LEDGF integ inh	PG9 Ab binder	SIAE primary
COC(=O)C(=O)/C=C(\O)c1ccc(C)cc1	-1	7	11	0	4	-7	-7	0	-0.1	16
CC(C)(c1ccc(O)cc1)c1ccc(O)cc1	-1	-9	-6	-5	-6	-3	4	2	-0.8	-4
O=C(Nc1ccccc1)Nc1csc2ccccc12	-1	0	9	0	-4	nt	3	2	-1.2	18*
Cc1ncc([N+](=O)[O-])n1CC(=O)Nc1ccccc1Cl	-1	-3	0	-3	10	0	5	-2	0.8	2
O=C(Nc1ccccc1)C1CCCN1/C=C/C(=O)C(F)(F)F (stereo not given)	2	3	6	2	2	-5	0	2	0.6	-6
COc1cc(SC)ccc1C(=O)NCCOc1ccccc1Cl	-1	1	-5	-1	-6	-28	8	1	0.3	-2
CC(C)Cc1nnc(NC(=O)CN2C(=O)c3ccccc3C2=O)s1	-2	1	-4	1	-8	0	6	5	-0.1	5
Cc1ccc(C(=O)Nc2ccc(C(=O)/C=C/c3cccs3)cc2)cc1	1	3	-7	0	-5	-28	8	1	3.4	-9
COCCNC(=O)C1(C)CCN(C(=O)c2cc(-c3ccccc3)cs2)C1 (stereo not given)	0	3	7	1	2	nt	-1	-1	0.9	6
Cc1ccc(NC(=O)OCCN(C)C(=O)Nc2ccc(C)cc2C)c(C)c1	2	-9	-4	1	5	nt	-12	-2	1.4	-1
Cn1c(=O)c2c(C(=O)O)cc(-c3ccccc3)nc2n(Cc2ccccc2)c1=O	4	10	8	8	3	1	9	0	1.7	9
Cc1ccc(Cl)cc1N1CCN(C(=O)C2CCCN(S(=O)(=O)c3cnc[nH]3)C2)CC1 (stereo not given)	-1	10	-1	-1	-1	-7	5	-1	0.2	-1
CC(NC(=O)c1ccco1)C(=O)N1CCN(C(c2ccccc2)c2ccccc2)CC1 (stereo not given)	3	-8	4	-1	-5	-6	1	3	-0.6	-3
COc1ccccc1N(CC(=O)NCc1ccc(F)cc1)C(=O)CCC(=O)Nc1nccs1	-1	-24	-6	-6	-8	5	2	1	-4.2	-11

Screening results as filed in PubChem.
